Cl transport mod – KCC2 (human) Cl- transport modulation; KCC2 cells, thallium flux FluoZin-2 fluorescence; B-score of Tl+ flux slope (higher = more flux/activation; lower = inhibition) at 10 µM; hit rate 2.2% among 190,000; AID 1456;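 active = thallium flux slope and its plate-corrected score both differing from the plate sample mean at a set confidence after two filtering rounds, in either direction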;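 also: slope of fluorescence scaled to starting intensity during 10 to 20 s after thallium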
Target sequence (Q9H2X9 whole entry, looked up): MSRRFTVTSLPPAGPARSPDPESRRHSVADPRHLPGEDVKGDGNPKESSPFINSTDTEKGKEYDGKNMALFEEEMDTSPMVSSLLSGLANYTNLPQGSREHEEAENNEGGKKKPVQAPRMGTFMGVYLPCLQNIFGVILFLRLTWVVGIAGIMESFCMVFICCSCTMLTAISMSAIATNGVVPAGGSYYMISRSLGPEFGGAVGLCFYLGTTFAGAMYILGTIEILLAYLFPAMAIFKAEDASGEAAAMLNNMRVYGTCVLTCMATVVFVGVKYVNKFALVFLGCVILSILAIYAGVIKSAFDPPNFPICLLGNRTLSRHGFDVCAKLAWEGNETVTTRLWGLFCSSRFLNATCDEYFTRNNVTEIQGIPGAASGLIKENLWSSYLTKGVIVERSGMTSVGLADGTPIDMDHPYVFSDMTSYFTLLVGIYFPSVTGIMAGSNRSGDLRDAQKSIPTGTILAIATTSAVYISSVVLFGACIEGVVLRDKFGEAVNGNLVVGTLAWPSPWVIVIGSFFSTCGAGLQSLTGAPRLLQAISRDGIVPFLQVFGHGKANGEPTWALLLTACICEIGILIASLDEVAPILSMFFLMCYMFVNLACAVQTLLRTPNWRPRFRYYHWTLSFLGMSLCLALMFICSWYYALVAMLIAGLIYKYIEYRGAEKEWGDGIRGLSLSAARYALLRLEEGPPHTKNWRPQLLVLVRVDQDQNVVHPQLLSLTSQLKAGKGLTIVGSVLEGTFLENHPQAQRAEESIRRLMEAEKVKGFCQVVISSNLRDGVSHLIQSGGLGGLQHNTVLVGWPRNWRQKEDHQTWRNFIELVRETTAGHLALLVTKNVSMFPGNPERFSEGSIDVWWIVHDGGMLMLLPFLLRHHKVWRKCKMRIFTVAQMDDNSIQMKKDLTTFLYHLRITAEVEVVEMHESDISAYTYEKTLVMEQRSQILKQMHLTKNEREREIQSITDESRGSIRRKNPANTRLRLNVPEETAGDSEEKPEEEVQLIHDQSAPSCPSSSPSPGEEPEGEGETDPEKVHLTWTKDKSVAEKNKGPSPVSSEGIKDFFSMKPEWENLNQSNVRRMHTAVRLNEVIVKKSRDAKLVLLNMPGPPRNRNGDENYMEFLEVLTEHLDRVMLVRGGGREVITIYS
L929 necroptosis – L929 zVAD cell death inhibition; hit rate 0.38% among 220,000; AID 1377; L929 zVAD necroptosis rescue, ATP luminescence, 24 h; with zVAD 60 µM; viability rescue, % at 10 µM;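 active = activation, scaled between plate controls, above about 75%, limit read from the data; inactive = activation under that limit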;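 also: 0% = zVAD with DMSO and 100% = DMSO alone without zVAD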
Rad51 HR inh – blocks human Rad51 in homologous recombination | inhibition, % at 10 µM | hRad51 DNA strand exchange, fluorescence dequenching | AID 1385 | hit rate 0.085% among 200,000;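 active = inhibition above 40% at the single screening dose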;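 also: 0% = DMSO control wells and 100% = blanks with heterologous ssDNA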
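Material: Human Rad51 nucleoprotein filaments preassembled on unlabelled ssDNA | Also added: Labelled 47-mer dsDNA for strand exchange | Dosing: Single dose, 10 µM final compound | Schedule: 30-min compound preincubation and 15-min exchange, both room temperature | Technique: Fluorescence dequenching at 485/520 nm | Measure: Percent inhibition relative to plate controls and blanks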
EBV gp42 inh – blocks Epstein-Barr virus glycoprotein 42 binding; Q1HVG2; Fluorescence polarization binding assay, mP read-out; inhibition, % (tested at 21.74 µM); hit rate 0.42% among 220,000; AID 1085; in the data active = inhibition above about 50%
eIF4E-4G inh – inhibitors of eIF4E and eIF4G interaction in translation initiation. P63073+Q04637. TR-FRET eIF4E-eIF4GI(517-606) binding, 2 h. inhibition, % at 21.7 µM. hit rate 0.37% among 220,000;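 active = inhibition above about 30%, limit read from the data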;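 also: 0% = full FRET control wells and 100% = background wells lacking eIF4GI fragment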
MDM2 E3 inh – Mdm2 E3 ligase (human) inhibition; cell-based MDM2 ubiquitination luciferase reporter, 2 h; 0 = plate control, 100 = twice control, blank-subtracted; signal enhancement, % at 5 µM; hit rate 0.11% among 210,000;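 active = signal enhancement of 30% or more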;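 also: luminescence tracks abundance of the self-degrading MDM2-luciferase fusion protein; higher signal means inhibition of MDM2 E3 ligase activity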
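Test system: mammalian cells stably expressing self-ubiquitinating, self-degrading MDM2 E3–luciferase fusion; Amount: 2000 cells in each well; Medium: DMEM; Schedule: 4 h settle plus 2 h compound, 37 °C; Technique: SteadyLite luciferase luminescence after 15 min room-temperature reagent incubation; Benchmarks: plate control and blank wells.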
m-calpain inh – inhibitors of pig calpain II; hit rate 0.37% among 220,000; inhibition, % at 16 µM; purified calpain II, fluorogenic peptide substrate, 30 min;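 active = inhibition above about 50%, limit read from the data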
PERK inh – blocks human PERK kinase. Q9NZJ5. CHO PERK-DD fusion, SEAP luminescence translation reporter. inhibition, % at 5.6 µM. hit rate 0.17% among 220,000. AID 1416;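 active = inhibition above the mean inhibition of all tested compounds plus 3 SD, set separately per screening campaign, cut at about 2.9% in these data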;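 also: PERK kinase domain activated by AP20187 dimerizer at 100 nM; 0% = DMSO with dimerizer and 100% = rapamycin at 8.4 µM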
TNF death inh – blocks TNF-alpha induced death of Jurkat FADD-/- cells; hit rate 0.068% among 220,000; activation (protection from cell death), % at 10 µM; Jurkat FADD-/- TNF necroptosis rescue, ATP luminescence, 24 h; 0 = TNF only, 100 = no-TNF cells;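 active = activation, meaning protection from cell death, of at least 50% relative to plate controls; inactive = activation below 50%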;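 also: necroptosis triggered by 40 ng/mL TNF-alpha added together with compound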
Active calls of the source: *; i = inactive; . = not tested or not shown; [ ] = dose if it differs, or a comment.

cpd	Molecule	Cl transport mod	L929 necroptosis	Rad51 HR inh	EBV gp42 inh	eIF4E-4G inh	MDM2 E3 inh	m-calpain inh	PERK inh	TNF death inh
1	COc1cc2nc(CN(C)Cc3nc4ccccc4c(=O)[nH]3)[nH]c(=O)c2cc1OC	-0.76	1.1	1	-49	7	9	-26	0.7	2.0
2	COc1ccc(CC2(CO)CCN(Cc3cnn(-c4ccccc4OC)c3)CC2)cc1	-0.51	1.6	.	-8	2	-9	-3	-0.6	5.4
3	COC(=O)c1cc(NC(=O)CN(c2ccc(OC)cc2)S(=O)(=O)c2ccc(F)cc2)ccc1Cl	-0.27	0.0	-1	-12	-1	-6	-16	-0.8	-8.4
4	CCCCOc1ccc(/C=N/NC(=S)Nc2cc(C)ccc2C)cc1	-0.074	-0.9	-1	0	-1	-9	13	0.4	-3.0
5	O=S(=O)(c1ccc2c(c1)OCCO2)N1CCN(c2nc(-c3cccnc3)nc3ccccc23)CC1	-0.2	0.6	-3	-2	-3	6	-76	-0.1	0.3
6	CCOCC(O)CS(=O)Cc1ccccc1 (configuration not stated)	.	0.0	-5	-8	-1	-18	5	0.5	-0.4
7	CC(NCc1cccs1)C(=O)NC1CCCCC1 (configuration not stated)	0.72	0.3	-15	-9	5	-12	-22	0.7	1.1
8	O=C(CN1CCN(Cc2ccccc2)CC1)NC(=O)NCc1ccco1	-0.16	-0.1	-5	-23	14	-26	-7	-0.9	0.4
9	Nc1nn(-c2cccc(F)n2)cc1-c1ccccc1	-0.37	9.5	6	0	1	-38	24	-0.2	0.6
10	OCCCNC(=S)Nc1ccc(Nc2ccccc2)cc1	-0.93	0.9	10	1	-1	-6	-17	1.0	-1.2
11	Cc1ccc(N(CC(N)=O)C2SC(=O)NC2=O)cc1 (configuration not stated)	-0.35	.	.	4	4	-10	-1	0.0	-0.4
12	COc1ccc(-c2cc(C(F)(F)F)n3nc(C)cc3n2)cc1	.	0.4	6	-17	-1	-4	-28	0.7	0.4
13	COc1cc(OC)cc(-c2nnc(SCC(=O)N3CCCCC3)o2)c1	-0.56	-0.5	i	-8	-4	-11	-28	-1.3	0.7
14	Cc1cc(C)n(-c2nc(N(c3ccccc3)c3ccccc3)nc(-n3nc(C)cc3C)n2)n1	.	0.3	-1	4	1	-8	-12	-0.6	-9.9
15	CC(=O)c1cc(C#N)c(SCC(=O)OC(C)C)nc1C	.	1.1	6	-8	-1	-3	19	0.4	-1.7
16	CC(C)(Cc1ccc(O)cc1)NC(=O)CC(=O)N/N=C/c1ccc([N+](=O)[O-])cc1	-0.022	6.2	11	5	-2	-11	12	0.1	0.7
17	O=C(CNC(=O)C1CCCCC1)Nc1cc(Cl)cc(Cl)c1	-0.22	0.0	0	-12	0	-6	7	0.0	-0.3
18	CC12CCC(c3nnc(SCC(=O)Nc4cccc5ccccc45)nc31)C2(C)C (configuration not stated)	0.004	0.8	6	-1	6	-19	13	0.7	2.7
19	COC(=O)c1ccc(OS(=O)(=O)N(C)C)cc1	1.3	1.1	4	-13	2	5	-1	-0.1	0.6
20	COCCCn1c(CCC(=O)O)ccc1-c1ccc(F)cc1	.	0.2	-6	-9	-18	-7	-362	1.2	-1.5
21	O=C(CN1C(=O)c2ccccc2S1(=O)=O)Nc1ccccc1	0.29	0.2	-3	1	-4	-15	2	1.1	0.0
22	COCCN1CCc2[nH]c(=S)[nH]c(=O)c2C1	0.52	-0.3	2	0	-3	-15	7	0.1	-2.1
23	COc1ccc(-n2c(=O)c3c4c(sc3n3c(=S)[nH]nc23)CCC4)cc1	-0.92	0.4	8	-6	23	-10	6	2.0	0.4
24	COc1cc(C(=O)NCc2nnc(SCC(=O)Nc3cc(C)on3)o2)cc(OC)c1OC	-0.15	3.7	4	4	-11	-17	-14	2.2	0.3
25	NS(=O)(=O)c1ccc(NC(=O)COC(=O)COc2ccc3ccccc3c2)cc1	1.5	-0.8	-6	1	4	-12	19	0.9	-0.2
26	OCC(O)CN(c1ccccc1)c1ccccc1 (configuration not stated)	0.075	2.0	-3	7	-1	-9	-22	-1.2	1.1
27	CC(=O)c1ccc(NC(=S)N2CCC(Cc3ccccc3)CC2)cc1	-4.1	-0.8	9	1	1	-73	25	-1.7	1.0
28	Cc1c(C(=O)O)[nH]c2ccc([N+](=O)[O-])cc12	-0.17	0.7	13	-17	9	-3	9	1.4	0.9
29	CCC(=O)Nc1nc(-c2ccccc2)ns1	2.5*	0.7	-6	-1	-1	-9	3	0.5	-0.4
30	COc1ccc(C(C)n2c(C)c3c(C)nnc(C)c3c2C)cc1 (configuration not stated)	.	0.8	5	-10	-1	-7	-80	1.0	0.0

Brought forward from above: 2 compounds, followed by the next part.
cpd	Molecule	Cl transport mod	L929 necroptosis	Rad51 HR inh	EBV gp42 inh	eIF4E-4G inh	MDM2 E3 inh	m-calpain inh	PERK inh	TNF death inh
29	CCC(=O)Nc1nc(-c2ccccc2)ns1	2.5*	0.7	-6	-1	-1	-9	3	0.5	-0.4
30	COc1ccc(C(C)n2c(C)c3c(C)nnc(C)c3c2C)cc1 (configuration not stated)	.	0.8	5	-10	-1	-7	-80	1.0	0.0
31	COc1ccc(C(c2sc3nc(C)nn3c2O)N2CCC(O)CC2)cc1OC (configuration not stated)	.	1.9	0	-10	2	-18	-1	2.9	1.6
32	Cc1nn(-c2ccccc2)c(N)c1N=Nc1ccc(Cl)cc1	0.064	1.2	-9	-7	0	-6	28	0.8	0.7
33	COc1ccc(-n2c(=S)[nH]c3sc4c(c3c2=O)CCc2ccccc2-4)cc1	12*	2.1	-5	-9	2	-5	0	0.3	-0.4
34	O=C(CNC(=O)c1cccs1)NCC(=O)OCc1c(Cl)cccc1Cl	-1	0.0	1	-18	-2[fluorescence artefact?]	11	-3	1.1	-1.5
35	CC12CCC(C(=O)Nc3ccccc3-n3cccc3)(CC1=O)C2(C)C (configuration not stated)	0.26	0.2	-7	-12	6	-7	-8	0.6	0.7
36	Cc1c(O)c(=O)ccn1Cc1ccccc1	0.34	64	-10	-16	3	.	-7	0.2	0.0
37	O=C(CCn1c(=O)oc2ccccc21)Nc1ccc2c(c1)OCCO2	0.28	-1.0	1	-7	-18	-4	-12	.	0.5
38	O=c1cc(CN2CCC3(CC2)OCCO3)c2c(ccc3ccccc32)o1	-0.027	0.0	-1	-12	-2	-29	-13	-0.4	-1.8
39	COc1cccc(-n2nc(-c3ccnn3-c3ccc(F)cc3)c(=O)n(C)c2=O)c1	.	0.2	11	-4	2	-7	-20	-0.8	1.0
40	COc1cccc(C2C(C(=O)c3cccs3)=C(O)C(=O)N2c2cc(C)on2)c1 (configuration not stated)	-0.56	1.6	0	31	-5[fluorescence artefact?]	-15	-48	1.5	-0.7
41	COC(=O)C1=C(C)OC(N)=C(C#N)C1C1CCCCC1 (configuration not stated)	-0.77	-0.4	-3	-11	-1	-10	20	-1.0	-2.2
42	C=CCN(c1cccc(C(F)(F)F)c1)S(=O)(=O)c1cccc(C(=O)OCC(=O)NCCC)c1	-4.2*	0.0	10	8	-2	116*	13	0.2	1.9
43	c1ccc(Cc2nnc3sc(-c4ccncc4)nn23)cc1	0.17	-0.9	-3	-7	3[fluorescence artefact?]	3	-5	0.7	1.4
44	O=C1c2ccccc2NC(c2ccccc2O)N1NS(=O)(=O)c1ccccc1 (configuration not stated)	-0.074	1.6	10	-7	6	-1	-274	1.1	0.0
45	O=C(CN1CCN(S(=O)(=O)c2ccc(Br)cc2)CC1)N/N=C/c1ccc(Br)s1	-0.3	3.1	3	-2	2	-6	-9	0.7	1.7
46	COc1ccc(C(C(=O)Nc2ccc(C(C)C)cc2)N(C)C(=O)c2ccc(=O)[nH]c2)cc1 (configuration not stated)	1.1	6.1	-36	5	0	-8	-67	0.6	0.5
47	O=C(NCC(c1cccnc1)N1CCOCC1)c1cccc(Cl)c1 (configuration not stated)	-0.21	2.2	-4	-8	1	12	4	-0.8	0.3
48	CCCCn1c(CN(Cc2ccccc2)Cc2ccccc2)nc2c1c(=O)n(C)c(=O)n2C	-0.31	-0.5	5	.	.	.	.	0.4	-1.8
49	O=C(NNC(=O)c1sccc1-n1cccc1)c1cccs1	2.2	-0.1	7	-8	-1	-9	37	1.6	-0.6
50	CCOC(=O)CC(=O)CSc1n[nH]c(=O)[nH]c1=O	0.46	0.6	.	-4	-6	-6	2	0.9	0.6
51	COc1ccc(CCNC(=O)CN(c2cc([N+](=O)[O-])ccc2OC)S(C)(=O)=O)cc1OC	0.36	6.0	8	-15	4	-5	1	0.3	1.0
52	O=C(Nc1ncc2c(n1)-c1ccccc1OC2)c1cccc([N+](=O)[O-])c1	-0.4	1.3	12	-7	2	-22	-49	-0.1	0.2
53	O=C(CCN1CCc2ccccc2C1)Nc1ccc2c(c1)OCO2	0.41	0.7	0	-3	-3	2	-13	-0.2	1.7
54	COc1ccccc1Cn1cnc2cccnc21	-0.51	0.2	0	-7	-15[fluorescence artefact?]	-13	-38	-0.1	-1.0
55	COc1ccc(C(=O)NN=C(Cc2ccccc2)Cc2ccccc2)cc1OC	0.92	0.4	6	-18	3[fluorescence artefact?]	-6	10	1.0	2.0
56	N#CCC(=O)N1CCn2c1nc1ccccc12	0.12	-0.1	0	-18	8	-10	-8	0.7	-0.8
57	OC1CCCN(Cc2nc(Cc3ccccc3Cl)no2)C1 (configuration not stated)	2.2	0.6	14	-3	-1	-2	13	0.7	0.5
58	Cc1ccc(CCNC(=O)c2ccc(CS(=O)(=O)Cc3ccccc3F)o2)cc1	-6.8*	0.0	-3	4	-6	-16	-16	-1.4	-0.9

Bioassay records deposited in PubChem by several laboratories.
